Screens (PubChem BioAssay)
mcGAS lum – blocks mouse cGAS activity | Q8C6L5 | recombinant cGAS, Kinase-Glo ATP depletion luminescence | inhibition, % at 12.5 µM | 160,000 compounds, 0.15% hits | AID 1259399;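 note: 0% = negative control wells and 100% = reference inhibitor with no enzyme activity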
hcGAS inh – human cGAS inhibition. inhibition, % at 12.5 µM. AID 1259398. 290,000 compounds, 0.081% hits. Q8N884. recombinant h-cGAS, ATP depletion, Kinase-Glo luminescence;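 note: 0% = vehicle reaction and 100% = reaction without DNA for no activity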
Target sequence (Q8N884 whole entry, looked up): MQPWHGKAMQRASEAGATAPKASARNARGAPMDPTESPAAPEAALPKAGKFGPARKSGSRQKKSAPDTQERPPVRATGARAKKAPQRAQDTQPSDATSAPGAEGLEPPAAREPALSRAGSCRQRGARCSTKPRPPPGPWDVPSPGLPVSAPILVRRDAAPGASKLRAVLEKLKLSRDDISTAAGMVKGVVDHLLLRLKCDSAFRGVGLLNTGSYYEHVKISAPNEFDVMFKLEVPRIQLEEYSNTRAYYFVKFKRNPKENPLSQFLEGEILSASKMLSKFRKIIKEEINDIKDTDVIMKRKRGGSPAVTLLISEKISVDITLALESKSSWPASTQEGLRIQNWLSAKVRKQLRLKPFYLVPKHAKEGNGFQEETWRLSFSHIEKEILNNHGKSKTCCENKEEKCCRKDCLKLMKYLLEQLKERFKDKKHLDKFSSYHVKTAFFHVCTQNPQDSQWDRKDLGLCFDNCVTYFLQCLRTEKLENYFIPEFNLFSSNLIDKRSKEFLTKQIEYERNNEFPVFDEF
NPYLR7 agonist – activates Aedes aegypti NPYLR7 receptor. AID 1259423. HEK293T NPYLR7/Galpha15, GCaMP6s calcium fluorescence. 270,000 compounds, 0.15% hits. activation, % at 10 µM; in the data active = activation above about 40%;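 note: 0% = vehicle and 100% = reference agonist at the receptor; some compounds past the cut are filed as inactive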
Starred values were filed as active, the others as inactive; . = no result given; & = joins results of further samples. Cut-off read from the data, not from the text of the source, unless noted: active = inhibition above about 40%; inactive = the rest.

Below each compound: mcGAS lum | hcGAS inh | NPYLR7 agonist
(1) O=C(NCc1ccc(N2CCCC2)cc1)c1ccc2c(c1)CCO2
→ . | -14 | 5
(2) O=c1c(O)c(-c2ccc(F)cc2)oc2ccc(CBr)cc12
→ . | -10 | 14
(3) Fc1ccc(Cn2cccc2CN(Cc2cccc(C(F)(F)F)c2)C2CC2)cc1
→ -3 | 0 | -3
(4) Cc1cc(C(C)(C)C)cc(C)c1CCNC(=O)NC(C)c1ccccn1 (stereo not given)
→ . | -6 | 5
(5) FC(F)(F)C(Oc1nc(N2CCCCC2)nc(N2CCOCC2)n1)C(F)(F)F
→ . | -1 | -2
(6) Cn1cnnc1C1CCCN(Cc2cn(-c3ccc(F)cc3)nc2-c2ccccc2Cl)C1 (stereo not given)
→ -12 | -10 | 16
(7) COCCNC(=O)c1ccc(CSc2nc(Cl)cc(N3CCN(c4cccc(C(F)(F)F)c4)CC3)n2)cc1
→ -5 | -2 | 17
(8) O=C(Nc1ccc(-c2cnc(C3CC3)o2)cc1)C1CCCC1
→ . | -18 | 11
(9) COc1cc(/C=C/C(=O)NC(C#N)c2cccc(Cl)c2)ccc1OC(C)C (stereo not given)
→ . | -10 | 0
(10) C[n+]1c(C2C(=N)N(c3ccccc3)CC2=O)sc2ccccc21 (stereo not given)
→ . | -2&1 | 7&2
(11) CCOc1ccc2nc(-c3nccn3CCOC)ccc2c1
→ . | 1 | 5
(12) Cc1nc(C)c(C(=O)N2CCSC(c3ccccc3)C2)o1 (stereo not given)
→ . | -7 | -1
(13) Cc1cccn2cc(C(=O)N[C@@H]3C[C@H]4C(=O)NCC(=O)N4C3)nc12
→ . | -8 | 0
(14) COc1cccc(CC2CN(c3ccc4cccc(OC)c4n3)CCO2)c1 (stereo not given)
→ -9 | -3 | 3
(15) CCNC(=O)OC1CCN(C(=O)c2ccc3c(c2)OCO3)CC(=O)N(C)c2ccccc21 (stereo not given)
→ -5 | 3 | 6
(16) CC(=O)c1ccc2cc(OCC(=O)NC(C)C3CC3)ccc2c1 (stereo not given)
→ . | -5 | 6
(17) Cc1nc(C(C)C)cc(N2CCN(Cc3ccc(Cl)s3)CC2)n1
→ . | -6 | 15
(18) CCn1c(SCc2ccc(C(=O)NCc3ccncc3)cc2)nnc1-c1ccc(C)cc1
→ -4 | -12 | 14
(19) CCNC(=S)N1CCC(C(NC(=O)c2ccc(OC)cc2)C(=O)NCC(C)C)CC1 (stereo not given)
→ 0 | 1 | -10
(20) O=C(c1ccc(N2CCC(NCC3(c4ccccc4)CCOCC3)CC2)cc1)N1CCCC(O)C1 (stereo not given)
→ -11 | -4 | 23

Next part:
Below each compound: mcGAS lum | hcGAS inh | NPYLR7 agonist
(21) Cc1cn2c3c(=O)[nH]c(=O)n(C)c3nc2n1-c1ccccc1O
→ . | -10 | 8
(22) CCOC1CCN(C(=O)NCCc2ccc(F)cc2F)CC1
→ . | -14 | 7
(23) COc1ccccc1-n1cc(C(=O)N2CCNCC(CC(=O)O)C2)cn1 (stereo not given)
→ . | -5 | -2
(24) c1cnc2c(c1)ccc1cccnc12
→ -2 | -1&3 | -11&1
(25) O=C(Nc1cccnc1Cl)c1c(O)c2ccccc2[nH]c1=O
→ -9 | -1 | 14
(26) CCC(C)N(Cc1ccc(OS(=O)(=O)c2ccc(OC)cc2)cc1)C(=O)c1ccccc1Cl (stereo not given)
→ 1 | 3 | 0
(27) Cc1ccc(-c2cc(C(=O)NCc3cccc(C(F)(F)F)c3)n(-c3ccc(Cl)c(Cl)c3)n2)cc1C
→ 0 | 18 | 1
(28) O=C(NCCc1ccc(Cl)cc1)c1cn(C2CCCCC2)nn1
→ -10 | -5 | 12
(29) O=C(NCC1CCCO1)c1coc(CN(Cc2cccc(C(F)(F)F)c2)Cc2cccs2)n1 (stereo not given)
→ -4 | 3 | 13
(30) CN(C)CCN1C(=O)C(O)=C(C(=O)c2cccs2)C1c1ccco1 (stereo not given)
→ -1 | -8&-2 | 17&-2
(31) CCNC(=O)NC(=O)C(C)OC(=O)c1[nH]c(C)c(C(C)=O)c1C (stereo not given)
→ . | -7 | 1
(32) CO[C@@]12CC[C@@H](O)C[C@@H]1N(C(=O)c1n[nH]c(C)c1Cl)CC2
→ -6 | -10 | .
(33) CN1CCN(CC(O)Cn2cc(/C=N\O)c3ccccc32)CC1 (stereo not given)
→ -8 | -5 | -9
(34) Cc1ccc(C)c(-c2ccc3nc(-c4cccc([N+](=O)[O-])c4)c(CN4CCNCC4)n3c2)c1
→ . | -5 | 21
(35) Cn1nc(C(=O)Nc2ccc(-c3nccs3)cc2)ccc1=O
→ . | -19 | 12
(36) CCOC(=O)[C@H]1C[C@]2(CCCCN(CCOC)C2=O)N(C(=O)c2cccc(OC)c2)[C@H]1c1ccco1
→ -4 | -3 | 3
(37) C=CCn1c(SCCc2ccccc2)nc2c1c(=O)[nH]c(=O)n2C
→ . | -4 | -6
(38) COc1ccc2ccc(OCc3nnnn3C3CC3)cc2c1
→ -11 | 3 | 2
(39) CCCc1ncc(C(O)c2ccc(C(C)C)cc2)n1C (stereo not given)
→ . | 0 | 14
(40) CCOC(=O)C1=C(CC)NC(CC)=C(C(=O)OCC)C1C(=O)O
→ -8 | 3 | 6

Next section.
Below each compound: mcGAS lum | hcGAS inh | NPYLR7 agonist
(41) Cc1ccc(NCCNCc2ccccc2Cl)nn1
→ . | -8 | 11
(42) c1ccc(CN2CCC3(CCCc4ccccc43)CC2)cc1
→ -4 | -1 | 2
(43) CCc1cc2c(=O)c(-c3ccc4c(c3)OCCO4)c(CC)oc2cc1O
→ -4 | -3 | -5
(44) O=C(Cn1cc(OCc2ccccc2F)c(=O)cc1CO)N1CCc2ccccc21
→ -6 | -10 | 0
(45) CSc1nccn1-c1ccc(C(=O)N2CCCC(CNS(C)(=O)=O)C2)cc1 (stereo not given)
→ . | -7 | 6
(46) CC1=CCC=CC1C(=O)N1CCC(n2c(Cc3ccccc3)nc3ccccc32)CC1 (stereo not given)
→ -6 | -5 | 1
(47) COc1coc(CN2CCCN(CC3CC3)C(C(C)C)C2)cc1=O (stereo not given)
→ -7 | -17 | .
(48) COC(=O)c1sc(NS(=O)(=O)c2ccc(S(C)(=O)=O)c(F)c2)nc1C
→ -13 | -17 | 5
(49) Cn1c(SCC(=O)Nc2ccc(F)cc2)nc2c(-c3ccccc3)c[nH]c2c1=O
→ -8 | -7 | -1
(50) Cc1cc(CN2CCC3(CC2)CCN(Cc2c(C)n[nH]c2C)CC3CO)on1 (stereo not given)
→ -5 | -8 | .
(51) N#Cc1ccc(CN2CCN(S(=O)(=O)c3ccc(C#N)cc3)CC2)cc1
→ . | -7 | -8
(52) c1ccc2sc(C3CCCCN3Cc3cscn3)nc2c1 (stereo not given)
→ . | -8 | 3
(53) Cc1nnc(CNC(=O)CC2c3ccccc3CCc3ccccc32)o1
→ . | -4 | 17
(54) CN(C)CCCCN(C)C(=O)c1ccc(F)c(Br)c1
→ . | 2 | 1
(55) COc1ccc(Cn2cc(C(=O)N(C)Cc3ccnc4ccccc34)nn2)cc1
→ . | -1 | 0
(56) CC(=O)Nc1ccc(S(=O)(=O)NCc2nnnn2-c2ccc(C)cc2)cc1
→ -6 | -3 | -2
(57) COc1ccccc1-c1c(C)noc1-c1ccc(O)cc1O
→ -6 | -5 | 2
(58) COC(=O)C(C)(Cc1ccccc1)CC(C)(CC1(C)CC(C)(C(=O)OC)OC1=O)C(=O)OC (stereo not given)
→ . | -15 | -1
(59) CCN1CCCC1CNC(=O)CCC1CCN(Cc2cnc(N(C)C)s2)CC1 (stereo not given)
→ . | -4 | 3
(60) COCCNC(=O)Cn1nc2c(c1NC(=O)CCc1ccccc1)CSC2
→ -7 | -8 | -6

New compounds follow:
Below each compound: mcGAS lum | hcGAS inh | NPYLR7 agonist
(61) O=C(Cn1cncn1)NC12CC3CC(CC(C3)C1)C2
→ . | -3 | 5
(62) CN(CC(=O)N1CCCC1)C(=O)CCc1cccc(Cl)c1Cl
→ . | -9 | 4
(63) CCCCN1CCc2ccc(NC(=O)c3cccnc3)cc21
→ . | -8 | 5
(64) c1ccc(C2(NCc3csc4ccccc34)CCC2)cc1
→ . | -12 | 8
(65) CSCCC(=O)N1CCN(c2nc3nccc(-c4cccc(C(F)(F)F)c4)n3n2)CC1
→ -12 | -9 | -3
(66) COC(=O)c1ccc2c(c1)nc(CC(=O)NCc1ccncc1)n2Cc1ccc(Cl)cc1
→ . | -7 | 6
(67) O=C(Cc1ccc2c(c1)OCO2)c1cc2c(cc1Br)OCO2
→ . | -7 | -7
(68) CCN(C(C)C(=O)c1c(C)c(C(=O)OC)n(C)c1C)S(=O)(=O)c1ccc(NC(C)=O)cc1 (stereo not given)
→ -4 | -1 | 21
(69) COc1cccc(CN(C)C(=O)C2CC(=O)N(C3CCOCC3)C2)c1 (stereo not given)
→ . | 5 | -4
(70) COCCCN(Cc1c(C)nn(-c2cccc(F)c2)c1N1CCN(C)CC1)C(=O)C1CC1
→ -1 | 0 | 0
(71) Cc1ccc(N=C2NN=C(c3cc(F)ccc3F)CS2)c(C)c1
→ . | -13&-2 | -1&0
(72) CCOc1ccccc1CN1CCN(Cc2cccc(C)n2)CC1CCO (stereo not given)
→ . | -5 | -6
(73) COc1cccc2c1OCCCN(C(=O)c1cn3c(n1)CNCC3)C2
→ . | 2 | 2
(74) COCCNC(=O)c1coc(CN(Cc2ccoc2)Cc2cccc(C(F)(F)F)c2)n1
→ -1 | -4 | 9
(75) O=C(CCN1CCC(O)(c2ccc(F)cc2)CC1)Nc1nnc(C2CC2)s1
→ -11 | -7 | 0
(76) O=C(NC1CCCCC1)OCC1CN(C2CCCCC2)C(=O)O1 (stereo not given)
→ . | 1 | -3
(77) CSc1ccc(CN2CCN(CC=C(C)C)C(CCO)C2)cc1 (stereo not given)
→ . | -9&-5 | 2&0
(78) CC1(C(=O)Nc2ccc3c(c2)OCO3)CCN1C(=O)C1CCCCC1 (stereo not given)
→ . | -6 | 4
(79) CN1CCN(CCCC#N)c2ccc(F)cc21
→ . | -10 | 0
(80) CC(=O)Nc1ccc(C(C)=O)cc1OCC(=O)Nc1c(F)cccc1F
→ . | 6 | 0

(list continues)
Below each compound: mcGAS lum | hcGAS inh | NPYLR7 agonist
(81) COc1cc(OC)cc(C(=O)NCC2CCCN(Cc3cc4ccccc4o3)C2)c1 (stereo not given)
→ . | -5&-11 | 20&8
(82) O=C(OCc1cc(-c2cc3ccccc3o2)on1)c1cc2ccccc2oc1=O
→ . | 1 | 1
(83) Cc1nc(-c2ccc(Cl)cc2)nc(N2CCNCC2)c1C
→ . | 0 | -3
(84) COc1ccc(CN2CCN(C3CCN(c4ccccc4)CC3)CC2CCO)c(F)c1 (stereo not given)
→ . | -4 | -5
(85) Cc1cn2c3c(=O)n(CCC(C)C)c(=O)n(C)c3nc2n1-c1ccccc1F
→ -6 | 0 | 6
(86) COc1ccc(-c2c(C)nn3c4c(nnc23)C(=O)CC(C)(C)C4)cc1
→ . | -9 | -16
(87) CCOc1ccc(/C=C/C(=O)N2CC=C(c3ccccc3)CC2)cc1
→ . | -4 | 5
(88) CC1(C(=O)NCc2cccc3ccccc23)CCN1Cc1ccccc1OC(F)F (stereo not given)
→ . | -1 | -2

Entries listed so far that have a Cl atom:
Below each compound: mcGAS lum | hcGAS inh | NPYLR7 agonist
(6) Cn1cnnc1C1CCCN(Cc2cn(-c3ccc(F)cc3)nc2-c2ccccc2Cl)C1 (stereo not given)
→ -12 | -10 | 16
(7) COCCNC(=O)c1ccc(CSc2nc(Cl)cc(N3CCN(c4cccc(C(F)(F)F)c4)CC3)n2)cc1
→ -5 | -2 | 17
(9) COc1cc(/C=C/C(=O)NC(C#N)c2cccc(Cl)c2)ccc1OC(C)C (stereo not given)
→ . | -10 | 0
(17) Cc1nc(C(C)C)cc(N2CCN(Cc3ccc(Cl)s3)CC2)n1
→ . | -6 | 15
(25) O=C(Nc1cccnc1Cl)c1c(O)c2ccccc2[nH]c1=O
→ -9 | -1 | 14
(26) CCC(C)N(Cc1ccc(OS(=O)(=O)c2ccc(OC)cc2)cc1)C(=O)c1ccccc1Cl (stereo not given)
→ 1 | 3 | 0
(27) Cc1ccc(-c2cc(C(=O)NCc3cccc(C(F)(F)F)c3)n(-c3ccc(Cl)c(Cl)c3)n2)cc1C
→ 0 | 18 | 1
(28) O=C(NCCc1ccc(Cl)cc1)c1cn(C2CCCCC2)nn1
→ -10 | -5 | 12
(32) CO[C@@]12CC[C@@H](O)C[C@@H]1N(C(=O)c1n[nH]c(C)c1Cl)CC2
→ -6 | -10 | .
(41) Cc1ccc(NCCNCc2ccccc2Cl)nn1
→ . | -8 | 11
(62) CN(CC(=O)N1CCCC1)C(=O)CCc1cccc(Cl)c1Cl
→ . | -9 | 4
(66) COC(=O)c1ccc2c(c1)nc(CC(=O)NCc1ccncc1)n2Cc1ccc(Cl)cc1
→ . | -7 | 6
(83) Cc1nc(-c2ccc(Cl)cc2)nc(N2CCNCC2)c1C
→ . | 0 | -3
